Screening data from PubChem BioAssay.
NOD2 RIPK2 PPI: inhibitors of human NOD2-RIPK2 interaction; inhibition, % at 4.98 µM; 360,000 compounds, 0.38% hits; CHO BLA complementation NOD2-RIPK2, CCF4 ratio; in the data active = inhibition above about 21%;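 note: 0% = vehicle only and 100% = reference blocker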
SRC2 inh: human SRC2 (NCOA2) inhibition; Q15596; HEK293 GAL4-SRC2 luciferase reporter, luminescence; inhibition, % at 9 µM; 370,000 compounds, 0.17% hits; AID 651957;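 active = inhibition above the mean inhibition of all tested compounds plus 3 SD, set per campaign, cut at about 52% in these data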;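 note: 0% = DMSO treated cells and 100% = cells given Gossypol at 36 µM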
Target sequence (Q15596 whole entry, looked up, the tested form may be a part): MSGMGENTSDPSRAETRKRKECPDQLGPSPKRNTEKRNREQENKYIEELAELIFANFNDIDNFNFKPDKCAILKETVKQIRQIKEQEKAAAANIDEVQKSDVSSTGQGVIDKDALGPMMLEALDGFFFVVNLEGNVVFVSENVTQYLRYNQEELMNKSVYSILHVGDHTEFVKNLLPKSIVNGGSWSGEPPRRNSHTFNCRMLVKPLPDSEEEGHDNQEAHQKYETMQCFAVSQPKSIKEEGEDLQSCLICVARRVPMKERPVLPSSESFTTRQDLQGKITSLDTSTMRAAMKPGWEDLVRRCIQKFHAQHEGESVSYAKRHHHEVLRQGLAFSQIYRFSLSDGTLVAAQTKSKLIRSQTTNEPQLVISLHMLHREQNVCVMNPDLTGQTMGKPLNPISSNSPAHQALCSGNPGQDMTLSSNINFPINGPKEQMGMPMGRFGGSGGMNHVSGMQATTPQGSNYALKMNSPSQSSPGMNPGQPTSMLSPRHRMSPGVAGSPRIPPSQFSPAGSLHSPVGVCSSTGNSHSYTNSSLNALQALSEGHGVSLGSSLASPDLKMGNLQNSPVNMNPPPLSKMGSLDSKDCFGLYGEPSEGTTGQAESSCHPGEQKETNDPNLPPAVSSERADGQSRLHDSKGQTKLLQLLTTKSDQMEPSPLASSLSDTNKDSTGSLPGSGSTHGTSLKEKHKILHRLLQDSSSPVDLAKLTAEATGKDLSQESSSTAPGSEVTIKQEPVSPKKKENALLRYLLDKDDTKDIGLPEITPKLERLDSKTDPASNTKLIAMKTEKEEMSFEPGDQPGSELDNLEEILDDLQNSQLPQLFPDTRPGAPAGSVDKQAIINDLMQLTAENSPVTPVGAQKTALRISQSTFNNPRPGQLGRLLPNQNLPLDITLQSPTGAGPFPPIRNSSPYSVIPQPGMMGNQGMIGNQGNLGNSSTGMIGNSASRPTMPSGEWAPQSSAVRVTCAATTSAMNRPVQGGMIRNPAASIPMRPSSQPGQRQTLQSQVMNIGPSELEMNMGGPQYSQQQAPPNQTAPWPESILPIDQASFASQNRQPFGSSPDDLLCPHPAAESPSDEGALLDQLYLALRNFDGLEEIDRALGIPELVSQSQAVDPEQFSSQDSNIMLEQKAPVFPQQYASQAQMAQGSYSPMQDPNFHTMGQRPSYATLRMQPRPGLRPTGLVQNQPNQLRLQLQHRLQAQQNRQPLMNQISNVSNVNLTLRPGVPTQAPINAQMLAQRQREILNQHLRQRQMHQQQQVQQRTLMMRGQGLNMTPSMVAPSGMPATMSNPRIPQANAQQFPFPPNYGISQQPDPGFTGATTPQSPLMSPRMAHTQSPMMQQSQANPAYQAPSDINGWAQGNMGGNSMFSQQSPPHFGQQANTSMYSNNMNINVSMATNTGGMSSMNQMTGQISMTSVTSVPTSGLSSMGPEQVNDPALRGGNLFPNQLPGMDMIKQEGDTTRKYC
TLR9-MyD88 inh: blocks human TLR9 binding to MyD88; Q9NR96+Q99836; CHO BLA complementation TLR9-MyD88, CCF4 FRET ratio; inhibition, % at 4.98 µM; 340,000 compounds, 0.21% hits; AID 504734;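 active = inhibition above the mean over all tested compounds plus 3 SD, cut at about 21% in these data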;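 note: 0% = DMSO only wells and 100% = clavulanate BLA inhibitor control wells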
NR5A2 inv ag: inverse agonists of human LRH-1 (NR5A2). HEK293T StAR-luciferase reporter, LRH-1 transfected, 24 h. inhibition, % at 3.6 µM. 360,000 compounds, 0.13% hits;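 active = inhibition above the mean inhibition of all tested compounds plus 3 SD, cut at about 73% in these data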;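 note: 0% = DMSO wells and 100% = reporter-only cells lacking LRH-1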
MC4R antagonist: blocks human MC4R cAMP signaling; P32245; MC4R-expressing cells, MTII-stimulated cAMP, LANCE TR-FRET; inhibition, % at 6.5 µM; 360,000 compounds, 0.48% hits;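 active = inhibition above its plate's cutoff, the mean of tested wells on that plate plus 3 SD, cut at about 29% in these data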;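 note: 0% = Melanotan II alone and 100% = Melanotan II plus saturating MCL0020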
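Assay system: U2OS cells stably expressing human melanocortin 4 receptor (MC4R) / Dosing: 6.5 µM / Timing: compound 30 min, challenge 1 h, detection 1 h / Measured by: Eu-cAMP/anti-cAMP TR-FRET, emission 671 nm / Replicates: singlicate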
COUP-TFII inh: inhibitors of human COUP-TFII (NR2F2); P24468; HEK293T NGFI-A luciferase reporter, luminescence; inhibition, % at 8.6 µM; 370,000 compounds, 0.7% hits;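 active = inhibition above a per-plate cutoff, mean inhibition of test wells between control levels plus 3 SD, cut at about 38% in these data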;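 note: cells cotransfected with COUP-TFII expression vector driving the NGFI-A reporter; 0% = median of COUP-TF2 test wells and 100% = reporter-only cells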
SRC1 inh: inhibits human SRC1 coactivator | HEK293 GAL4-SRC1 luciferase reporter, luminescence | inhibition, % at 3.6 µM | 360,000 compounds, 0.12% hits;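 active = inhibition above the campaign mean plus 3 SD, with each screening campaign given its own cutoff, cut at about 60% in these data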;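 note: 0% = DMSO treated cells and 100% = gossypol at 36 µM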
MC4R ag barr: agonists of human melanocortin 4 receptor (MC4R) beta-arrestin | P32245 | U2OS MC4R beta-arrestin complementation, luminescence; percent of melanotan II response, DMSO zero | activation, % at 8.9 µM | 360,000 compounds, 0.98% hits | AID 540308;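 active = activation above a per-plate cutoff, the mean activation of sample wells on that plate plus 3 SD, cut at about 8% in these data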
LMP1 NFkB inh: Epstein-Barr LMP1 NF-kappaB reporter inhibition; 350,000 compounds, 0.69% hits; AID 504558; inhibition, % at 12.5 µM; LMP1-induced NF-kappaB luciferase reporter cells, luminescence; in the data active = inhibition above about 41%;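 note: 0% = neutral control wells and 100% = reference inhibitor control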
ABHD5-PLIN5 inh: blocks binding of human ABHD5 to perilipin-5 | inhibition, % at 4 µM | Q00G26+Q8WTS1 | Split G. princeps luciferase complementation, luminescence, 4 h | 360,000 compounds, 0.78% hits;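 active = inhibition above the mean inhibition across every tested compound plus 3 SD, cut at about 22% in these data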;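 note: 0% = DMSO only wells and the 100% control is not disclosed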
NCOA3 inh: inhibitors of human steroid receptor coactivator 3 (SRC3); HEK293 GAL4-SRC3 luciferase reporter, luminescence; inhibition, % at 3.6 µM; 360,000 compounds, 0.17% hits; AID 588352;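 active = inhibition above a per-campaign cutoff, the mean of all compounds plus 3 SD, cut at about 60% in these data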;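 note: 0% = DMSO-treated cells and 100% = gossypol-treated cells at 36 µM; higher means less SRC3-driven luciferase light from the GAL4 reporter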
* hit, by the source's call; x = not tested or not shown.

#1 COc1ccc(C(=O)N=C2SC3CS(=O)(=O)CC3N2Cc2ccc(OC)c(OC)c2)cc1 (stereo not given)
#2 COc1ccc(-c2cc(NC=O)c3ncc(-c4ccc(OC)c(OC)c4)n3c2)c(OC)c1
#3 O=[N+]([O-])c1ccc(OCCN2CCCCCC2)cc1
#4 CCOc1ccc(Nc2nc(C)cc(C)c2C#N)cc1
#5 O=c1[nH]cc(I)cc1I
#6 Cc1cccc(N(C(=O)c2ccc(CN3CCOCC3)o2)C(C(=O)NC2CCCCC2)c2ccc(F)cc2)c1 (stereo not given)
assay / entry	1	2	3	4	5	6
NOD2 RIPK2 PPI	8	-1	-11	-9	5	0
SRC2 inh	-25	18	-37	-25	15	13
TLR9-MyD88 inh	-1	x	-4	6	1	-4
NR5A2 inv ag	-9	41	-26	20	18	-13
MC4R antagonist	10	-64	12	-4	5	-5
COUP-TFII inh	9	-104	11	-26	1	0
SRC1 inh	-5	-40	-3	-10	7	13
MC4R ag barr	-1.4	4.2	0.5	-0.5	-1.3	2.5
LMP1 NFkB inh	8	x	-4	-7	-3	-2
ABHD5-PLIN5 inh	-7	3	-12	1	0	-5
NCOA3 inh	4	-6	19	9	-3	-9

Next section; it opens with the 4 that closed the last part.
#3 O=[N+]([O-])c1ccc(OCCN2CCCCCC2)cc1
#4 CCOc1ccc(Nc2nc(C)cc(C)c2C#N)cc1
#5 O=c1[nH]cc(I)cc1I
#6 Cc1cccc(N(C(=O)c2ccc(CN3CCOCC3)o2)C(C(=O)NC2CCCCC2)c2ccc(F)cc2)c1 (stereo not given)
#7 Cc1ccc(-n2cccc2/C=C2/NC(=O)N(CC(=O)Nc3cccc(C)c3)C2=O)cc1
#8 CCCN(CCC)CCNC(=O)Cn1cc2c(n1)-c1c(oc(C(=O)N3CCCC3)c1C)CC2
#9 NC(=O)c1c(N)sc2c1CCCC2
#10 CCOC(=O)c1cccc(NC(=O)C2(S(=O)(=O)c3ccc(C)cc3)CC2)c1
#11 C/C(CC(=O)NCc1ccco1)=N\NC(=O)Cc1ccc(Cl)cc1
#12 Cc1cc(Cl)ccc1NC(=S)NCc1ccccc1Cl
assay / entry	3	4	5	6	7	8	9	10	11	12
NOD2 RIPK2 PPI	-11	-9	5	0	-8	4	13	-14	9	-21
SRC2 inh	-37	-25	15	13	11	2	2	x	-20	-7
TLR9-MyD88 inh	-4	6	1	-4	13	-3	-5	-7	1	3
NR5A2 inv ag	-26	20	18	-13	-4	-5	-5	16	12	14
MC4R antagonist	12	-4	5	-5	-10	7	10	-1	-2	0
COUP-TFII inh	11	-26	1	0	10	-2	-19	x	5	11
SRC1 inh	-3	-10	7	13	6	-1	-2	-5	2	-3
MC4R ag barr	0.5	-0.5	-1.3	2.5	-3.2	-0.7	0.4	-2.7	-2.4	0.5
LMP1 NFkB inh	-4	-7	-3	-2	5	5	-4	5	4	-13
ABHD5-PLIN5 inh	-12	1	0	-5	4	-3	-2	-4	-4	-1
NCOA3 inh	19	9	-3	-9	29	5	-11	4	11	22

#13 C=CCOc1ccc(/C=C/C(=O)OCC(=O)NCC(=O)Nc2c(C)cc(C)cc2C)cc1
#14 Cc1cccc(N2CCN(CC(O)COc3ccc4ccccc4c3)CC2)c1 (stereo not given)
#15 Cc1cc2ncc(-c3ccc(Cl)cc3)c(N)n2n1
#16 Cc1ccc(NC(=O)C2(C)CCN2C(=O)Cc2cc(F)ccc2F)cc1 (stereo not given)
#17 COc1ccc(S(=O)(=O)NC2(C(F)(F)F)N=C3SCCN3C2=O)cc1 (stereo not given)
#18 O=C(O)COc1cccc2ccccc12
assay / entry	13	14	15	16	17	18
NOD2 RIPK2 PPI	-6	-10	-6	0	-4	2
SRC2 inh	-8	5	-71	-24	-5	-34
TLR9-MyD88 inh	-9	1	-10	x	-5	-4
NR5A2 inv ag	17	-21	-90	-1	7	-18
MC4R antagonist	-4	4	-7	0	3	12
COUP-TFII inh	13	-19	-23	-5	2	0
SRC1 inh	-10	-9	-70	-15	20	2
MC4R ag barr	-1.3	1.3	-0.9	-1.4	0.0	1.2
LMP1 NFkB inh	-3	-5	-14	x	7	6
ABHD5-PLIN5 inh	-4	0	-2	2	7	-2
NCOA3 inh	-4	-12	-51	10	34	6

#19 O=C(NCCN1CCCOC1=O)C(=O)NCCN1CCCOC1=O
#20 CCN(CC)C(=O)CSc1nnc2nnc3cc(Cl)ccc3n12
#21 CC(C)c1ccc(OCC(=O)NCc2ccccc2)cc1
#22 Cc1ccc(C)c(-n2c(-c3csc(C)c3)n[nH]c2=S)c1
#23 Cc1ccc(CNS(=O)(=O)NCc2ccccc2F)cc1
#24 CCOC(=O)c1c(C)c[nH]c1C
assay / entry	19	20	21	22	23	24
NOD2 RIPK2 PPI	9	-6	1	-18	4	-8
SRC2 inh	-54	-37	14	-5	0	9
TLR9-MyD88 inh	5	2	7	-14	1	x
NR5A2 inv ag	-12	21	-4	3	5	14
MC4R antagonist	5	-4	1	3	-3	-2
COUP-TFII inh	-2	-2	-4	14	24	-3
SRC1 inh	4	-8	-7	9	3	18
MC4R ag barr	-0.6	-2.0	-1.1	-0.4	-2.5	2.5
LMP1 NFkB inh	1	1	6	6	-3	5
ABHD5-PLIN5 inh	2	-11	-8	-14	3	0
NCOA3 inh	-6	18	-4	-4	21	16

#25 C#CCOCCOCCOCCNc1nc(N2CCN(C(=O)Cn3cc(CCO)nn3)CC2)nc(N2CCN(C(=O)Cn3cc(CCCN=C(N)N)nn3)CC2)n1
#26 C=CCOc1ccc(-c2nc3c(c(=O)[nH]c(=O)n3CCC)n2CCCC)cc1
#27 COc1cccc(-c2cc(C(=O)N3CCN(S(=O)(=O)c4ccc(Br)cc4)CC3)[nH]n2)c1
#28 CC1=NN(C(=O)COc2ccc(C)c(C)c2)C(O)(c2ccccc2)C1 (stereo not given)
#29 Cn1c(NC(=O)c2ccccc2Br)cc(=O)n(C)c1=O
#30 O=C(O)C1CCN(C(=O)c2cccc3ccccc23)CC1
assay / entry	25	26	27	28	29	30
NOD2 RIPK2 PPI	-1	-10	-1	-7	9	-11
SRC2 inh	0	9	-20	-15	-10	-5
TLR9-MyD88 inh	-12	-1	-19	5	8	-6
NR5A2 inv ag	22	10	-2	20	12	8
MC4R antagonist	-3	2	0	-6	2	27
COUP-TFII inh	-3	16	8	-10	1	-3
SRC1 inh	3	11	-1	-3	4	-5
MC4R ag barr	0.7	-1.1	-2.6	0.6	-0.6	2.4
LMP1 NFkB inh	2	6	-5	-5	5	-4
ABHD5-PLIN5 inh	2	-7	9	6	4	-4
NCOA3 inh	2	-3	13	16	-9	2

#31 CCc1ccc(OCc2n[nH]c(=S)n2Cc2ccccc2)cc1
#32 COc1ccc(S(=O)(=O)N(C)C)cc1NC(=O)CN1C(=O)NC2(CCCC2)C1=O
#33 CSc1ccc(S(=O)(=O)NC2CC2)cc1
#34 Cc1ccc(Nc2nc(CSc3nnnn3-c3ccccc3)cs2)cc1
#35 COc1oc(-c2ccc(Cl)cc2)nc1C(F)(F)F
#36 O=[N+]([O-])c1ccc(N/N=C\c2ccccc2OCc2ccccc2)cc1
assay / entry	31	32	33	34	35	36
NOD2 RIPK2 PPI	-7	-7	-4	-13	3	18
SRC2 inh	1	-28	-17	-3	-5	5
TLR9-MyD88 inh	-1	0	-2	1	-3	31*
NR5A2 inv ag	12	-9	6	12	11	-21
MC4R antagonist	-1	13	8	11	7	17
COUP-TFII inh	2	-12	9	9	-6	-8
SRC1 inh	-13	1	-5	-9	-2	1
MC4R ag barr	2.4	1.4	-1.1	-1.8	2.3	3.2
LMP1 NFkB inh	-2	6	2	-4	-10	-10
ABHD5-PLIN5 inh	-13	-2	4	-10	-4	-2
NCOA3 inh	-14	-5	-10	-7	1	-8

Complete entries as entered above. Values in the order: NOD2 RIPK2 PPI	SRC2 inh	TLR9-MyD88 inh	NR5A2 inv ag	MC4R antagonist	COUP-TFII inh	SRC1 inh	MC4R ag barr	LMP1 NFkB inh	ABHD5-PLIN5 inh	NCOA3 inh
CCc1ccc(OCc2n[nH]c(=S)n2Cc2ccccc2)cc1 as listed: -7	1	-1	12	-1	2	-13	2.4	-2	-13	-14
Cc1ccc(Nc2nc(CSc3nnnn3-c3ccccc3)cs2)cc1 as listed: -13	-3	1	12	11	9	-9	-1.8	-4	-10	-7
COc1ccc(S(=O)(=O)N(C)C)cc1NC(=O)CN1C(=O)NC2(CCCC2)C1=O as listed: -7	-28	0	-9	13	-12	1	1.4	6	-2	-5
COc1oc(-c2ccc(Cl)cc2)nc1C(F)(F)F as listed: 3	-5	-3	11	7	-6	-2	2.3	-10	-4	1

(list continues)
#37 O=S1(=O)N[C@H](c2ccccc2)C[C@H](c2ccc(C(F)(F)F)cc2)O1
#38 Cc1cc(Cl)ccc1-c1cc2nc(NCCCN(C)C)n(C)c(=O)c2s1
#39 Cc1ccc2nc3c(cc(C(=O)NCC4CCCO4)c(=N)n3C3CCCC3)c(=O)n2c1 (stereo not given)
#40 Cc1ccc(CN2C(=O)C(CC(C)C)Nc3ncnc(N4CCN(c5ccccn5)CC4)c32)cc1 (stereo not given)
#41 CC(C)COP(=O)(c1ccc(N(C)C)cc1)C(Nc1ccccc1)c1ccccc1 (stereo not given)
#42 COc1ccccc1CCn1cnc(-c2ccc(Br)cc2)c1C(C)C
#43 O=C(O)Cn1nnc(-c2cccs2)n1
assay / entry	37	38	39	40	41	42	43
NOD2 RIPK2 PPI	-6	1	0	8	-3	2	-9
SRC2 inh	-21	-6	-18	29	13	15	-1
TLR9-MyD88 inh	-3	x	-20	-10	-5	x	-10
NR5A2 inv ag	3	-15	3	-19	13	-2	2
MC4R antagonist	-1	7	-6	11	15	x	9
COUP-TFII inh	7	-15	-10	24	-17	7	-1
SRC1 inh	17	11	-12	-14	5	x	-1
MC4R ag barr	2.9	0.4	0.7	-2.0	3.0	x	0.9
LMP1 NFkB inh	7	x	0	-20	6	x	-2
ABHD5-PLIN5 inh	-18	1	7	-6	5	-13	-5
NCOA3 inh	6	2	10	13	11	x	10

Some of the compounds tested, so the mix of outcomes need not match the whole.
